Assay outcomes: PubChem, several laboratories
Arr AP2 block = inhibitors of human beta-arrestin and AP2 interaction; FITC-arrestin peptide / GST-AP2 beads, flow cytometry; AP2 beta2 appendage carries R879A mutation; AID 504490; inhibition, % at 10 µM; hit rate 0.31% among 340,000;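 active = inhibition above a set limit, near 3 SD of compounds lacking own fluorescence, cut at about 54% in these data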;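 note: plate controls were DMSO wells for no effect and 5 µM unlabelled arrestin peptide for full effect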
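System: GST-AP2 R879A glutathione beads | Also added: FITC-arrestin peptide, 50 nM | Times: 12 min plus 1 h, RT | Signal: Bead flow cytometry, FITC channel | Buffer or medium: PBS with 0.05% Tween 20 and 0.1% BSA | Read-out basis: Percent drop in bead-associated FITC signal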
HTR5A ag ctr = activates human HTR5A in OPRM1-OPRD1 agonist counter-screen; HTR5A agonist assay, luminescence, cell-based; activation, % at 9.3 µM; hit rate 0.61% among 340,000; in the data active = activation mostly above about 9.5%, no sharp cut-off; inactive = mostly below about 7.6%;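 note: 0% = cells with vehicle only and 100% = reference agonist; strong numbers were not always called active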
Target sequence (P47898 whole entry, looked up): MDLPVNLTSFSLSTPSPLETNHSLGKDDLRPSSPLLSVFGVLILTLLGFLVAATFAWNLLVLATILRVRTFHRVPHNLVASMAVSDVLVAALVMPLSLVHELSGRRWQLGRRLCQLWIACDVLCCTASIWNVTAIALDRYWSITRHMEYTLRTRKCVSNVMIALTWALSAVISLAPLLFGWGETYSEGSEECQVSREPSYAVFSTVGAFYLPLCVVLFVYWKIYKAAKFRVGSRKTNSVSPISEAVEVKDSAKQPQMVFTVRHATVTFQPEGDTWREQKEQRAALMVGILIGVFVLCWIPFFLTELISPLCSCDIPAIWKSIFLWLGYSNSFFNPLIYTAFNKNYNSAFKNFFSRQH
V-ATPase pHluor = regulators of yeast V-ATPase proton transport; S. cerevisiae, pHLuorin cytosolic pH fluorescence; response, % at 10 µM; hit rate 0.37% among 350,000; AID 504577; in the data active = response mostly above about 7.3%, no sharp cut-off; inactive = mostly below about 5.4%; note: actives read high; inactives centre near 0; some compounds called inactive have numbers as strong as hits; reference of the scale not given here
MOR-DOR ag = agonists of human mu-delta opioid receptor heterodimerization | P35372+P41143 | cells, OPRM1-OPRD1 heterodimerization, luminescence | activation, % at 9.3 µM | hit rate 0.3% among 340,000; in the data active = activation above about 18%;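 note: 0% = vehicle-treated cells and 100% = reference agonist; values of inactives mirror those of a sister screen read the other way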
DSG3 Ab inh = human desmoglein-3 autoantibody binding inhibition; P32926; DSG3-coupled beads, scFv-anti-DSG3-GFP binding, flow cytometry; stronger effect = lower value; binding (percent of control), % at 10 µM; hit rate 0.48% among 310,000;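 active = binding more than 3 SD below its plate's average and above zero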;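 note: hits lower antibody fragment binding to DSG3; some compounds called inactive have numbers as strong as hits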
PKA-R2B activ = PKA-R2B complex activation. PKA-R2B holoenzyme dissociation, Cy5-IP20 fluorescence polarization; R2B truncated from residue 108, S112A mutant; 0% DMSO only, 100% 113 µM cGMP. activation, % at 11.4 µM. hit rate 0.079% among 340,000;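 active = activation above a cutoff set at the mean over all compounds plus 3 SD, cut at about 18% in these data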;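 note: higher means more holoenzyme dissociation and a rise in polarization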
Target sequence (P31323 whole entry, looked up, other chains not shown, the tested form may be a part): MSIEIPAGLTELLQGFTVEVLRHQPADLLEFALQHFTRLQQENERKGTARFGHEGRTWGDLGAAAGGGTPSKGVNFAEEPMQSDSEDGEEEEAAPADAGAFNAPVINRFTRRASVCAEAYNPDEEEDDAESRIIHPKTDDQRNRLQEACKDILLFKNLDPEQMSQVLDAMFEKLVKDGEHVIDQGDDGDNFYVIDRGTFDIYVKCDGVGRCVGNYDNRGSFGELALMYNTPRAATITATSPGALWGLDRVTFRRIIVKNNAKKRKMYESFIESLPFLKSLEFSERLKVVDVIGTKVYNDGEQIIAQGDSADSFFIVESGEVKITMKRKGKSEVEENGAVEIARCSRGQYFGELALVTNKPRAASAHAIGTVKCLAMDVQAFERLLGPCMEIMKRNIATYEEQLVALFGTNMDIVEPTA
DAGLB inhibitor = blocks human DAGLB lipase activity. hit rate 0.059% among 340,000. inhibition, % at 5.17 µM. HEK293T DAGLB membrane lysate, EnzChek fluorogenic substrate; in the data active = inhibition above about 34%;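 note: 0% = enzyme with vehicle and 100% = wells lacking enzyme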
PKA-R1A act = PKA-R1A complex activation; hit rate 0.083% among 340,000; PKA-R1A dissociation, Cy5-IP20 fluorescence polarization; scaled: DMSO 0%, 113 µM cGMP 100%; P00514+P68181; activation, % at 11.4 µM;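 active = percent activation above the mean of all tested compounds plus 3 SD, cut at about 19% in these data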;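 note: higher means more PKAc released from R1A so a rise in polarization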
OPRM1-OPRD1 inv = mu-delta opioid heterodimer inverse agonism | P35372+P41143 | inhibition, % at 9.3 µM | hit rate 0.21% among 340,000 | AID 504357 | cell-based MOR-DOR heterodimer luminescence; in the data active = inhibition above about 22%, passing the limit was not always enough;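 note: 0% = cells with DMSO and 100% = wells without cells with DMSO; values of inactives mirror those of a sister screen read the other way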
HTR5A inv ag = HTR5A inverse agonism, opioid heterodimer counter-screen; P47898; HTR5A cell line, luminescence; inhibition, % at 9.3 µM; hit rate 0.083% among 340,000; in the data active = inhibition mostly above about 23%, no sharp cut-off; inactive = mostly below about 18%;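 note: 0% = cells with DMSO and 100% = no-cell wells with DMSO; some compounds called inactive have numbers as strong as hits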
* = called active by the depositor; · = not tested or not shown.

SMILES | Arr AP2 block | HTR5A ag ctr | V-ATPase pHluor | MOR-DOR ag | DSG3 Ab inh | PKA-R2B activ | DAGLB inhibitor | PKA-R1A act | OPRM1-OPRD1 inv | HTR5A inv ag
CCN(c1ccccc1)S(=O)(=O)c1cccc(C(=O)OCC(=O)c2c(N)n(C)c(=O)n(C)c2=O)c1 | 6 | 0 | -1 | 2.1 | 109 | -3 | -1 | -1 | -8 | 7
CC1CC(C)CN(C(=O)COC(=O)COc2ccc(C#N)cc2)C1 (configuration not stated) | 0 | 1 | 4 | -1.8 | 122 | -11 | -3 | 5 | 9 | -5
Cc1ccc(/C=C/C(=O)N2CCN(S(=O)(=O)c3c(C)c(C)cc(C)c3C)CC2)o1 | 2 | 3 | -4 | -3.0 | 102 | -9 | 2 | -6 | 15 | 3
COc1cc(CO)cc(-c2cc(CO)cc(OC)c2OC)c1OC | 4 | -6 | 3 | 0.2 | 99 | 1 | 0 | 0 | -1 | -14
CC1Cc2nc(SCC(=O)NCc3ccccc3)n(Cc3ccccc3)c(=O)c2S1 (configuration not stated) | -5 | -4 | 3 | -0.2 | 116 | -6 | -1 | 0 | 1 | -3
O=C(NCc1cccnc1)C1CCCN(S(=O)(=O)c2ccc(Br)cc2)C1 (configuration not stated) | -1 | -1 | -2 | -2.9 | · | 1 | 0 | 7 | 13 | 5
COc1ccc2[nH]c(C(=O)O)c(CCN3C(=O)c4ccc(C(=O)O)cc4C3=O)c2c1 | 2 | 5 | 0 | -2.0 | 107 | 2 | 0 | -5 | 9 | -17
COc1cc(C2C(C#N)=C(N)Oc3c2oc(CO)cc3=O)cc(OC)c1OC (configuration not stated) | -8 | 0 | 0 | -0.9 | 117 | 1 | 4 | 0 | 5 | -34
CN(C)C(/C=C/Nc1ccc(C#N)cc1)=C(C#N)C#N | 4 | 0 | 2 | -2.6 | 120 | -13 | -1 | -1 | 15 | 5
Cn1c(=O)c2ccccc2n(CC(=O)N2CCCc3ccccc32)c1=O | 3 | 3 | 4 | 1.8 | 124 | -7 | 2 | -1 | -15 | -17
Cc1ccc(C(=O)CCc2ccc(N)cc2)cc1 | 1 | -2 | 3 | -3.1 | 104 | -1 | -6 | -4 | 14 | 6
CCCCOc1ccc(C(=O)N=c2sccn2C)cc1OC | -9 | 0 | 4 | -1.8 | 107 | -1 | 0 | -3 | 10 | 7
OCCNCCCCOc1ccc(F)cc1 | 0 | -1 | 1 | -0.9 | 101 | -10 | 3 | -13 | 5 | 9
O=C(c1ccc(Cl)c(Cl)c1)N1CCN(Cc2ccc3c(c2)OCO3)CC1 | 8 | 9 | -3 | 3.4 | 98 | -6 | -4 | -4 | -16 | -33
CN(C(=O)CSc1nc2ccccc2c(=O)n1-c1ccc(F)cc1F)C1CCS(=O)(=O)C1 (configuration not stated) | -4 | 2 | -4 | -2.7 | 95 | -6 | -1 | 6 | 14 | -7
Nn1c(SCC(=O)N2CCCCC2)nnc1-c1ccncc1 | 4 | 8 | -3 | -2.1 | 119 | 1 | -2 | -8 | 9 | -20
O=C(CN1CCCCC1)c1c[nH]c2ccccc12 | -5 | -2 | 1 | -0.9 | 97 | 0 | 1 | -6 | 4 | 8
COc1ccc(-n2cc(-c3ccccc3)[nH]c2=S)c(OC)c1 | 32 | 0 | 5 | 1.0 | 103 | -1 | -7 | -2 | -5 | -1
COc1ccc(-c2nc(CS(=O)CC(=O)N3CCOCC3)c(C)o2)cc1OC (configuration not stated) | -1 | -1 | 2 | -2.2 | 99 | 4 | 3 | -7 | 11 | -18
COc1ccc(OCCCC(=O)OCC(=O)c2ccc3c(c2)NC(=O)CO3)cc1 | -7 | 0 | 0 | -2.3 | 96 | -8 | 0 | 2 | 12 | -1
COc1ccccc1C(=O)N/N=C(\C)CC(=O)Nc1ccc(Nc2ccccc2)cc1 | -7 | 0 | -3 | -2.1 | · | -13 | 3 | -4 | 13 | -1
CCCSc1nc2ccsc2c(=O)n1CC | -5 | -4 | 2 | -1.1 | 103 | -4 | 0 | -3 | 7 | 9
COc1ccc(CNC(=O)C2CC(=O)N(C3CCCCC3)C2)cc1 (configuration not stated) | -4 | 4 | 4 | -1.5 | 111 | -5 | 1 | -7 | 8 | -11
S=C(NCCC(c1ccccc1)c1ccccc1)Nc1ccc(Cl)cc1 | 24 | 6 | -2 | 2.0 | 120 | -1 | -7 | 0 | -12 | -20
Cc1noc(C)c1C(=O)OCC(=O)Nc1ncc(Cl)c(C)c1Cl | 9 | -1 | 11* | 2.2 | 92 | -15 | 1 | 5 | -12 | 3

Reprinted from the part before: three compounds, followed by the next part.
SMILES | Arr AP2 block | HTR5A ag ctr | V-ATPase pHluor | MOR-DOR ag | DSG3 Ab inh | PKA-R2B activ | DAGLB inhibitor | PKA-R1A act | OPRM1-OPRD1 inv | HTR5A inv ag
COc1ccc(CNC(=O)C2CC(=O)N(C3CCCCC3)C2)cc1 (configuration not stated) | -4 | 4 | 4 | -1.5 | 111 | -5 | 1 | -7 | 8 | -11
S=C(NCCC(c1ccccc1)c1ccccc1)Nc1ccc(Cl)cc1 | 24 | 6 | -2 | 2.0 | 120 | -1 | -7 | 0 | -12 | -20
Cc1noc(C)c1C(=O)OCC(=O)Nc1ncc(Cl)c(C)c1Cl | 9 | -1 | 11* | 2.2 | 92 | -15 | 1 | 5 | -12 | 3
CC(C)(C)c1ccc(NC(=O)c2c(F)cccc2Cl)cc1 | 6 | 0 | 1 | -0.9 | 102 | -2 | 0 | -3 | 4 | 9
CC1CCCCC1NC(=O)CN1CCC(O)(c2ccc3c(c2)OCO3)CC1 (configuration not stated) | 13 | 3 | 2 | 0.1 | 105 | -1 | 1 | 1 | -1 | -14
Cc1ccc(N(CC(=O)NCCSCc2ccco2)S(=O)(=O)c2ccc(F)cc2)cc1 | -2 | -4 | -1 | -0.5 | 99 | -14 | -5 | -7 | 2 | 17
C=CCn1cnnc1SCC(=O)NCC1COc2ccccc2O1 (configuration not stated) | 21 | -1 | 0 | -2.9 | 100 | -7 | 0 | 1 | 15 | 2
O=C(CCCCCNC(=O)c1ccccc1)N/N=C/c1ccc(F)cc1 | 6 | 1 | -2 | 0.5 | · | 1 | 1 | 10 | -3 | 7
CCOC(=O)c1nnc(-c2cccs2)nc1Oc1ccccc1C(=O)OC | 7 | -5 | -3 | -0.1 | 90 | -3 | 1 | 11 | 1 | 8
Cn1c(=O)c2c(SCC(=O)c3ccccc3)nc(C3CC3)nc2n(C)c1=O | 13 | 6 | -3 | -0.7 | 99 | -2 | 1 | -3 | 4 | -17
CCCCn1c(=O)c2ccccc2n2c(=S)[nH]nc12 | 4 | -6 | 0 | -0.1 | · | -2 | 3 | -7 | 0 | 15
Cc1cc(F)ccc1NC(=O)C1CSC2(C)CCC(=O)N12 (configuration not stated) | 29 | 0 | 3 | -3.1 | 104 | -11 | -2 | -7 | 17 | 3
CC(C)c1ccc(S(=O)(=O)N2CCN(C(=O)CN3C(=O)NC4(CCCC4)C3=O)CC2)cc1 | -13 | -1 | -2 | -2.9 | 116 | 0 | 0 | 8 | 15 | -8
Cc1cc(-n2c(C)cc(C(=O)CSc3ccccn3)c2C)no1 | 30 | 0 | -2 | -3.0 | 118 | -4 | -3 | 3 | 15 | -2
COCCCNS(=O)(=O)c1ccc(C)cc1 | -15 | 5 | 2 | -4.4 | 105 | -6 | -4 | -4 | 23 | -12
Cc1ccc(NC(=O)NC2CCCCCCC2)c(C)c1 | 2 | 6 | -1 | -1.6 | 111 | -4 | -4 | 12 | 5 | -8
CN(C)c1cc(-c2ccc(Cl)cc2)oc(=O)c1Cl | 39 | -1 | -3 | -1.4 | 111 | 3 | -5 | -6 | 8 | 13
Cc1cc(C)c2sc(NC(=O)C3CC3)nc2c1 | -7 | 1 | 1 | 1.6 | 112 | -9 | -7 | -1 | -10 | -10
CCN(CC)CCN(C)C(=O)CCc1nnc(-c2ccc(C)s2)o1 | 14 | -1 | 5 | 0.9 | 94 | -12 | -2 | -10 | -5 | 1
COCCCN1C(=O)/C(=C\c2cccs2)C(C(=O)OC)=C1C | 16 | -3 | 0 | -3.2 | 103 | 2 | 0 | 2 | 17 | 7
CCOC(=O)C1CCCN(S(=O)(=O)c2c(C(=O)N3CCCCC3)c(C)n(C)c2C)C1 (configuration not stated) | -9 | 3 | 2 | -2.4 | · | 12 | 0 | -14 | 13 | 14
COc1ccc(C)cc1NC(=O)C(NCC(O)c1ccccc1)c1ccccc1 (configuration not stated) | 23 | -7 | -2 | -2.2 | 101 | -9 | -4 | -2 | 10 | 24
O=C(Cc1cc(=O)[nH]c(=O)[nH]1)N1CCC(Cc2ccccc2)CC1 | 2 | 4 | 6 | -0.6 | 100 | -3 | -2 | 3 | 4 | -11
CCN(CC(F)(F)C(F)F)S(=O)(=O)c1ccc(NC(=O)OC)cc1 | 8 | 5 | -5 | -2.5 | 96 | -5 | -1 | 3 | 15 | -3
O=C(CSc1nc(-c2ccccc2)cs1)NCc1ccco1 | 1 | 4 | 3 | 1.4 | 107 | 5 | 2 | -4 | -7 | 2
O=S(=O)(Nc1ccncc1)c1ccc(Cl)cc1 | -7 | 2 | 2 | -2.1 | · | -1 | -2 | -13 | 11 | -5
O=C1N[C@@H](Cc2c[nH]c3ccccc23)COC(=O)[C@H](Cc2ccc(F)cc2)C/C=C\C[C@H]1CC(=O)N(CCO)Cc1ccccc1 | -1 | 4 | -5 | -0.7 | 105 | -4 | 0 | -1 | 4 | -26
O=C(COC(=O)c1cccs1)c1ccc2c(c1)OCCO2 | 24 | 2 | -4 | -1.6 | 119 | 2 | -3 | -2 | 9 | 28

Later entries.
SMILES | Arr AP2 block | HTR5A ag ctr | V-ATPase pHluor | MOR-DOR ag | DSG3 Ab inh | PKA-R2B activ | DAGLB inhibitor | PKA-R1A act | OPRM1-OPRD1 inv | HTR5A inv ag
COc1cc(OC)c(C2=NOC(C(=O)Nc3ccc4c(c3)OCO4)C2)cc1Cl (configuration not stated) | 0 | -1 | -1 | -0.1 | 105 | 7 | -1 | -7 | 0 | 4
CCCn1nnnc1COc1ccc(C(N)=O)cc1 | 2 | 6 | -2 | -3.0 | 101 | 5 | 2 | -1 | 14 | -23
CCC(C)Sc1cc(-c2nc3cc(C)ccn3c2NC2CCCCC2)ccc1OC (configuration not stated) | -2 | 7 | 2 | 3.9 | 150 | -29 | -9 | -8 | -23 | -18
Cc1ccc(NC(=O)/C(=C\c2cccc([N+](=O)[O-])c2)NC(=O)c2cccs2)cc1 | 12 | 2 | 0 | 1.3 | 94 | 4 | -8 | 0 | -7 | -11
Cc1ccc2c(c1)cc(CN(Cc1cccs1)C(=O)c1ccco1)c1nnnn12 | 0 | 1 | -2 | -2.3 | 98 | -1 | -1 | 2 | 13 | -11
CN1CC(=O)N(C)c2ncn(Cc3ccccc3)c2C1=O | 18 | 0 | 3 | -4.1 | · | -7 | 0 | -6 | 17 | -1
COCCn1cc(C(=O)NCCCN2CCC(C)CC2)c2c3ccccc3n(C)c2c1=O | 7 | -2 | -1 | 0.4 | 110 | 0 | 1 | -3 | -2 | -20
Cc1sc2ncnc(N3CCC(C(=O)Nc4ccc(OC(F)F)c(Cl)c4)CC3)c2c1C | -3 | 7 | -4 | 0.0 | · | 2 | -1 | -2 | 0 | -1
